mABHD4 FP: ABHD4 inhibitors, primary screen, biochemical, fluorescence polarization, mouse; inhibition, % at 8.92 µM; (Lyso)-N-acylphosphatidylethanolamine lipase (Mus musculus), Q8VD66; purified mABHD4, FP-Rh probe fluorescence polarization; 0.54% of 370,000 active;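 active = inhibition exceeding the mean over every tested compound plus 3 SD, cut at about 30% in these data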;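 also: 0% = plate median of compound wells and 100% = S159A mutant with DMSO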
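system = mouse ABHD4 enzyme, wild type | medium = HEPES pH 7.0, NaCl, Pluronic buffer | also added = FP-Rh probe | incubation = Enzyme–compound pre-incubation 45 min, then probe 60 min, both 25 °C | technique = fluorescence polarization, excitation 525 nm, emission 598 nm, BODIPY TMR filters | controls = S159A mutant high control, sample median low control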
HTRA1 inhibitor: HTRA1 serine protease inhibitors, primary screen, biochemical, fluorescence polarization, HTS | Q92743 | recombinant HTRA1, FP-rhodamine activity-based probe | inhibition, % at 5.96 µM | 0.5% of 340,000 active | AID 504803, 2011; in the data active = inhibition above about 36%;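 also: 0% = enzyme with DMSO and 100% = wells lacking enzyme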
PRMT1 FP inh: PRMT1 methyltransferase inhibitors, primary screen, biochemical, fluorescence polarization | recombinant PRMT1, activity-based probe fluorescence polarization | inhibition, % at 2.79 µM | 1.3% of 370,000 active;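 active = inhibition above about 21% made by adding two undisclosed values, limit read from the data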
LEDGF integ inh: blockers of LEDGF/p75-dependent integrase strand transfer – biochemical, TR-FRET, high throughput, primary screen; HIV-1 integrase (with human LEDGF/p75); TR-FRET IN-LEDGF/p75 DNA integration, Eu/Cy5; inhibition, % at 3.7 µM; 0.64% of 370,000 active;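 active = inhibition above the screen-wide mean plus 3 SD, cut at about 13% in these data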;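 also: signal is the Cy5 over europium emission ratio at 671 and 618 nm; 0% = plate median of compound wells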
rCAG RNA binder: binders of r(CAG) RNA repeats, primary screen, biochemical, fluorescence. r(CAG) RNA repeat, TO-PRO-1 dye displacement fluorescence. inhibition, % at 3 µM. 1.3% of 370,000 active. AID 651821, 2012;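 active = inhibition above the plate cutoff, the mean of all test compounds on that plate plus 3 SD, cut at about 35% in these data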;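 also: 0% = DMSO alone and 100% = 100 µM mitoxantrone as full dye displacement; higher means more dye released from RNA so lower well fluorescence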
TDP2 inh: human TDP2 enzyme inhibitors, primary screen, biochemical, epi absorbance, recombinant enzyme; inhibition, % at 12.8 µM; T5PNP hydrolysis, p-nitrophenol absorbance 415 nm; 0.34% of 370,000 active;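 active = inhibition above the mean of all tested compounds plus 3 SD, set per campaign, cut at about 25% in these data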;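 also: 0% = DMSO with enzyme and 100% = buffer with substrate but no TDP2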
Target sequence (O95551 whole entry, looked up): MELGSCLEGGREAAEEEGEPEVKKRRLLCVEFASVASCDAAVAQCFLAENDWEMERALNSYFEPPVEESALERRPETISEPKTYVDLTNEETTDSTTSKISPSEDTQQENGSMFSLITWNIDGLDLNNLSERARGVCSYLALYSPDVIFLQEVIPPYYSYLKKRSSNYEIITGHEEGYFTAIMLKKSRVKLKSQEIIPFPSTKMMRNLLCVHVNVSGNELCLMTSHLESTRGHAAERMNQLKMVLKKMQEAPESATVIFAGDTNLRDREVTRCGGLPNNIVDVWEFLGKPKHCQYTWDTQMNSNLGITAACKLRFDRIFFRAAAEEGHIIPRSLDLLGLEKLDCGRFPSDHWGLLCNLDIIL
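Test system: human TDP2 enzyme; Input: 120 nM TDP2 per well; Buffer or medium: Mg2+-containing Tris-HCl buffer, pH 7.5; Reagent: 5 mM T5PNP; Dosing: 12.8 µM single point, 1% DMSO; Incubation: reaction 2 h, 37 °C; Detection: p-Nitrophenol epi absorbance; Read-out: % inhibition relative to enzyme-containing and enzyme-free wells; Replicates: single well per compound.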
TCR-CD3 inh: inhibitors of human TCR-CD3 interaction, primary screen, biochemical, fluorescence, TAMRA-labeled TCR probe | T-cell receptor (TCR) | inhibition, % at 9.4 µM | 0.37% of 360,000 active; in the data active = inhibition above about 19%;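 also: recombinant mutant TCR 2C K166C tagged with TAMRA read by polarization; 0% = receptor in buffer alone and 100% = receptor with positive control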
GC-B act: human GC-B receptor activators, primary screen, HEK293 GC-B cells, cGMP TR-FRET, EC30 CNP. Atrial natriuretic peptide receptor 2 (Homo sapiens), P20594. 0% at EC30 CNP, 100% saturating CNP. activation, % at 10 µM. 0.11% of 370,000 active;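 active = activation at 10 µM reaching about 35% in either raw or pattern-adjusted values, limit read from the data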
MBD2 DNA inh: inhibitors of MBD2 binding to methylated DNA, primary screen, biochemical, TR-FRET, DNA-binding domain, human. inhibition, % at 4.4 µM. Methyl-CpG-binding domain protein 2 (Homo sapiens), Q9UBB5. MBD2 binding to methylated oligonucleotide. 0.31% of 370,000 active; in the data active = inhibition above about 13%
SIAE primary: human SIAE inhibitors, primary screen, biochemical, fluorescence polarization, FP-Rh probe, 1536-well HTS; Sialate O-acetylesterase (Homo sapiens), Q9HAT2; SIAE FP-Rh probe binding; inhibition, % at 9.66 µM; 0.69% of 370,000 active; AID 1053197, 2014;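 active = inhibition above a cutoff: mean of compounds within the control limits plus 3 SD of those, cut at about 17% in these data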;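 also: 0% = plate median of compound wells and 100% = probe without SIAE protein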
Target sequence (Q9HAT2 whole entry, looked up): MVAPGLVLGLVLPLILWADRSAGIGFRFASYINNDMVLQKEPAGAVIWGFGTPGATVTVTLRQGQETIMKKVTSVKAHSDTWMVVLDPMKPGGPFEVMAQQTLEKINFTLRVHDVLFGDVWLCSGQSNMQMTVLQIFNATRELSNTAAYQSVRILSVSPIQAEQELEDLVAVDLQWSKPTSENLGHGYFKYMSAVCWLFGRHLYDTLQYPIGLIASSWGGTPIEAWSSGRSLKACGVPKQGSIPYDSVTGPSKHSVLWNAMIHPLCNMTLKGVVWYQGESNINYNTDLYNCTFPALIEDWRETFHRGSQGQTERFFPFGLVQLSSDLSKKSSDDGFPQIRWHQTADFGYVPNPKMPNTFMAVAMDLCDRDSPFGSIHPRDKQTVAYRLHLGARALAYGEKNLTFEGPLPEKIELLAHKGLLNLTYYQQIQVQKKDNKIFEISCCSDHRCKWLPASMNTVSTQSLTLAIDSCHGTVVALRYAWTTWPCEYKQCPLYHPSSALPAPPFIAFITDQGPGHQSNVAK
The depositor's hits bear a star; x = no result given.

SMILES	mABHD4 FP	HTRA1 inhibitor	PRMT1 FP inh	LEDGF integ inh	rCAG RNA binder	TDP2 inh	TCR-CD3 inh	GC-B act	MBD2 DNA inh	SIAE primary
COc1ccc(C2(C(=O)N3CCCC3)CCOCC2)cc1OC	10	0	5	-1	-1	-3	-2	8	-4	-4
O=C(NCCN1CCCCC1)c1ccc(F)cc1Cl	-4	8	2	3	-1	-8	10	3	1	-2
C[C@H](NC(=O)c1[nH]cnc1C(=O)Nc1nccs1)c1ccccc1	7	11	3	0	2	3	1	-2	4	-8
CC(=O)c1ccc(N2CCN(C(=O)c3cn(Cc4ccccc4)nc3-c3cccnc3)CC2)c(F)c1	-4	-7	-3	0	2	0	4	1	-2	1
N#Cc1ccc(OC(=O)c2cnccn2)cc1	-4	2	3	2	5	-7	5	3	1	-1
CC1CN(S(=O)(=O)c2ccc(C(=O)N(CCCN(C)C)c3nc4c(Cl)cccc4s3)cc2)CC(C)O1 (centres undefined)	5	1	5	-6	-7	-3	-1	-2	-4	-2
Cc1cnn(CCC(=O)NNC(=S)NCC(C)C)c1	-14	4	2	1	0	-6	5	4	7	-11
CCCCn1c(N)c(N(CC(C)C)C(=O)CSc2n[nH]c(-c3ccc(C)cc3)n2)c(=O)[nH]c1=O	-10	2	3	0	-1	-14	2	-1	6	2
N#CC(C#N)=C(N)CSc1cccc[n+]1[O-]	2	-1	6	4	0	10	2	9	-2	7
CC1(C(=O)Nc2ccc3c(c2)OCCO3)CCC(=O)N1CCc1c[nH]c2ccccc12 (centres undefined)	3	x	1	-2	-1	-1	-8	-2	5	9
CN(C)c1cccc(CNC(=O)c2ccc3nc([C@@H]4O[C@H](CO)[C@H](O)[C@H](O)[C@H]4O)[nH]c3c2)c1	1	x	0	-1	2	5	3	-3	1	3
CCCCCNC(=O)c1cccc(S(=O)(=O)N2CC3(C)CC2CC(C)(C)C3)c1 (centres undefined)	-9	-30	0	1	-9	1	4	5	2	-10
O=C(Nc1ccc(SC(F)F)cc1)c1cc(-c2ccncc2)nc2ccccc12	-40	-39	-4	3	11	-8	-1	-3	-3	-22
Cc1ccc(-c2csc(NCCn3c(C)nc4cc(C(F)(F)F)ccc43)n2)cc1	-5	-5	-1	-1	0	-4	0	-8	-7	2
Cc1cc(C)n2c(Nc3ccc4c(c3)OCCO4)c(C3CC3)nc2n1	1	x	1	0	4	3	-2	8	1	9
C/C(=N\NC(=S)NC(C)C)c1ccc(C(C)(C)C)cc1	0	-20	-3	-1	-8	11	0	1	-1	11
Fc1ccccc1CSc1ncnc2c1ncn2C1CCCO1 (centres undefined)	1	-5	-1	0	1	8	1	3	4	0
CC1(C)CC(=O)c2c(nc3ccccc3c2N)C1	4	1	0	-1	1	-9	7	-5	-1	-4
CN[C@H](C(=O)NC[C@H]1O[C@@H](n2cnc3c(N)ncnc32)[C@H](O)[C@@H]1O)[C@@H](C)OCc1ccccc1	-1	1	1	-3	2	9	6	0	1	-2
O=C1OCCN1C(=O)[C@H]1[C@H](c2ccc(F)cc2)C(c2ccc(F)cc2)=NN1c1ccccc1	-4	-15	-1	2	13	3	-1	-6	-3	2
Cc1c(C(=O)N2CCN(c3ccc(F)cc3)CC2)sc2nc3n(c(=O)c12)CCC3	-1	-1	0	-1	-5	0	3	-4	1	-3
CC1(C(=O)NS(=O)(=O)C2CC2)CCCN(C(=O)c2cc3ccccc3s2)C1 (centres undefined)	6	x	2	-2	4	7	-3	0	0	-8
COc1ccccc1C(=O)NN=C1CCN(Cc2ccccc2)CC1	-7	3	-3	1	-1	-9	3	1	-4	-1
CSc1ccccc1NC(=S)NCc1ccc(Cl)cc1	-2	-9	7	-5	0	6	-8	0	-2	4
CCOc1cc(N2CCOCC2)c(OCC)cc1NC(=O)c1cccc(N(C)C)c1	5	2	-3	-6	-6	-2	4	7	-2	11
CC1(c2nnnn2Cc2ccccc2)CCC(=O)N1Cc1cccc(C(F)(F)F)c1 (centres undefined)	0	x	1	-4	-1	-5	-10	-4	3	-6
CCOC(=O)C1CCCN(C(=O)Cn2nc(CC)n3c(cc4sccc43)c2=O)C1 (centres undefined)	5	3	1	-2	1	1	-1	0	-6	3
Cc1sc2nc(SCC(N)=O)n(C)c(=O)c2c1C	-3	-5	-3	2	2	2	-5	6	2	-4
COC(=O)c1cn(NC(=O)c2cccnc2)c(=O)c2ccccc12	4	1	-1	1	4	9	-1	4	4	2
CC(C)(Cc1ccc(O)cc1)NC(=O)CC(=O)N/N=C/c1ccc(Cl)cc1	3	-3	3	1	0	6	0	-5	1	16
NS(=O)(=O)c1ccc(CCNC(=O)c2cc(-c3ccccn3)nc3ccc(Br)cc23)cc1	-6	-9	3	4	13	-6	1	-3	0	-63
CC(=O)c1cnc2nc(SCc3ccccc3C)nn2c1C	1	0	0	3	0	8	2	4	-4	10
Cc1ccc(C)c(N(Cc2cc3ccc(C)cc3[nH]c2=O)C(=O)c2ccco2)c1	-10	-12	8	9	0	-7	3	-3	-2	-2
CCC1(CC)NC(=O)N(CC(=O)OC(C)C(=O)Nc2ccccc2OC)C1=O (centres undefined)	1	6	2	-5	-4	0	2	3	2	3
CC(C)(C)c1ccc(NC(=O)C(=O)C2C(=O)Nc3ccccc32)cc1 (centres undefined)	7	10	-1	-1	4	9	5	0	-1	12
O=C(NCc1ccco1)c1cccnc1Cl	0	3	-2	-2	-1	-4	-2	1	2	4
C[C@@]12CCC=C[C@H]1[C@H](c1ccc(C(F)(F)F)cc1)N(Cc1ccccc1)C2=O	-6	-22	3	2	2	-5	-4	-5	1	0
Cc1cc(/C=N/Nc2ccc([N+](=O)[O-])cn2)c(C)n1-c1cccc(C(=O)O)c1	46*	40*	24*	9	48*	0	11	-6	2	5
OC[C@@H]1CN(Cc2ccc3c(c2)OCO3)C[C@H](n2cnc3c(NCc4ccc(F)cc4)ncnc32)O1	3	x	-2	-1	2	5	-9	-6	-6	-1
Cc1cc(C)cc(NC(=O)c2ccc(CNc3c(N4CCOCC4)c(=O)c3=O)cc2)c1	5	-12	1	4	10	-1	-7	-4	-3	6
COc1ccc(CCN=C2SCC(=O)N2Cc2ccccc2)cc1OC	-1	-1	-4	4	-7	2	2	2	5	6
O=C1OC(Nc2ccccn2)c2ccccc21 (centres undefined)	1	6	-1	-2	-1	0	4	3	-2	0
COC(=O)c1cc(C#N)c(=O)[nH]c1C	0	3	-2	1	-1	5	-2	0	5	-1
COc1ccc(N(CC(=O)Nc2cc(C)ccc2C)S(=O)(=O)c2c(C)noc2C)cc1	-1	-8	-4	0	-2	-3	11	0	1	8
Cc1cnc(C(=O)NNC(=O)c2ccc(Br)cc2)cn1	10	9	0	-4	0	1	-8	1	-2	-2
O=C(NNC(=S)Nc1ccc(Cl)cc1Cl)c1ccc(N2CCOCC2)c([N+](=O)[O-])c1	25	36	-1	0	95*	-7	-2	2	-8	1
CCC1(c2ccc(Cl)cc2)NC(=O)N(Cc2ccc(C(=O)OC)cc2)C1=O (centres undefined)	-10	-20	2	-5	-6	-7	-2	-8	6	-8
COC(=O)N1C(=O)[C@@](c2ccccc2)(C2CCCCC2)N1C(=O)OC	-5	1	2	0	-9	-6	1	-16	-9	6
O=c1[nH]cc(F)c(=O)[nH]1	-8	3	2	-5	0	-1	-13	-4	3	2
CCOC(=O)/C=C/C(=O)OCC(=O)Nc1c(Cl)cccc1Cl	5	-2	2	2	-4	-1	1	2	1	1

One compound at a time, from the list above. Screens in order: mABHD4 FP	HTRA1 inhibitor	PRMT1 FP inh	LEDGF integ inh	rCAG RNA binder	TDP2 inh	TCR-CD3 inh	GC-B act	MBD2 DNA inh	SIAE primary
Record of O=c1[nH]cc(F)c(=O)[nH]1 : -8	3	2	-5	0	-1	-13	-4	3	2
Record of Cc1cnc(C(=O)NNC(=O)c2ccc(Br)cc2)cn1 : 10	9	0	-4	0	1	-8	1	-2	-2

The list goes on.
SMILES	mABHD4 FP	HTRA1 inhibitor	PRMT1 FP inh	LEDGF integ inh	rCAG RNA binder	TDP2 inh	TCR-CD3 inh	GC-B act	MBD2 DNA inh	SIAE primary
COc1ccc(NC(=O)CC2Sc3ncnn3C2=O)cc1 (centres undefined)	1	5	86*	-1	4	3	3	0	3	7
Cc1nn(C(=O)CCC(=O)NCc2ccccc2Cl)c2ccccc12	0	-5	0	6	1	1	6	-6	-8	4
Cc1nccn1S(=O)(=O)c1ccc(Br)cc1Br	-10	3	0	1	3	5	6	1	0	1
O=C(Nc1ccncc1)c1ccc(Cl)cc1	10	-9	0	-3	1	-6	-4	-1	-1	-3
O=C(Nc1ccc(Cl)cn1)c1cccc(S(=O)(=O)N2CCCCCC2)c1	4	-18	0	0	1	8	-1	-2	0	-5
COC(=O)C1=C(C)N(CCCC(=O)O)C(=O)NC1c1ccc(C#N)cc1 (centres undefined)	2	0	2	2	9	4	-1	-1	-3	-2
O=C(Nc1nc(-c2ccccc2)cs1)c1ccc(=O)[nH]c1	-18	-16	-1	4	8	-4	-2	0	0	-4
C=CCOC(=O)c1cn(CC)c2nc(C)ccc2c1=O	-2	9	-2	1	-1	9	4	3	2	5
OCC1(CCOc2ccccc2)CCN(Cc2ccccc2OC(F)F)CC1	-5	4	-3	2	-6	-5	-4	-3	-4	-4
Cc1cc(CNC(=O)c2ccc3oc(C(C)C)nc3c2)nn1C	-2	2	-5	-1	-4	15	4	0	4	2
Cn1c(SCC(=O)O)nnc1-c1ccc(NC(=O)c2ccc(Cl)c(Cl)c2)cc1	-22	0	-1	1	17	1	5	-10	-5	-4
CCn1c(Cc2ccccc2)n[nH]c1=S	-8	1	11	0	-1	-11	-7	-1	7	-7
Cc1ccc(C)c(NC(=S)Nc2ncccc2C)c1	3	0	2	1	-4	1	4	-5	-4	10
O=c1[nH]c(-c2ccccc2)c(-c2ccccc2)o1	1	-3	-7	-1	4	16	-2	-9	1	-3
CN1C(=O)/C(=C/c2cn(CC(=O)N3CCCCC3)c3ccccc23)NC1=S	6	4	2	-1	1	4	0	3	-2	11
C[C@@H](CN1C(=O)C(=O)NC[C@@H]1C)NC(=O)CC12CC3CC(CC(C3)C1)C2	0	-4	0	2	0	12	2	2	-4	4
Cc1ccc2cc(/C=N/NC(=O)[C@@H]3CCCN3)c(Cl)nc2c1	3	3	-1	4	10	-17	3	-11	-5	0
FC(F)(F)c1cnc(Oc2ccc(-c3nnco3)cc2)c(Cl)c1	-12	19	-4	3	-8	11	1	1	1	6

Screening data from PubChem BioAssay.

An excerpt, so the mix of outcomes need not match the whole.
